# Source: PubChem
# esBAF inh – blocks esBAF chromatin remodeling in mouse ES cells; actives 2% (n = 350,000); Bmi1-luciferase knock-in reporter, 24 h; 100% = twice the neutral-well signal; reporter increase, % at 12.5 µM; AID 602393; in the data active means activation above about 40%; inconclusive means no clear call, values can overlap the other calls;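 further: 0% = median of the plate's neutral control wells and 100% = double that signal; a rise in the Bmi1 reporter signal indicates esBAF inhibition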
# GSIS activator – primary screen for activators of insulin secretion dependent on glucose, INS-1E cells, GLuc reporter luminescence. INS-1E GLuc reporter insulin secretion, 2-3 h. actives 0.61% (n = 370,000). activation, % at 16.6 µM;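 active means lowest replicate activation of at least 40%, so every replicate reaches that level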;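 further: 0% = median of neutral control wells and 100% = median of IBMX positive control wells; some compounds called inactive have numbers as strong as hits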
# ERAP1 HTS inh – inhibitors of human ERAP1 aminopeptidase; Q9NZ08; recombinant ERAP1, Leu-AMC fluorescence, 60 min; inhibition, % at 10.7 µM; actives 0.15% (n = 340,000); AID 652197;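 active means mean replicate inhibition of at least 30%, or all replicates individually reaching that 30% level; inactive means mean below 30% and not every replicate reaching it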;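 further: 0% = neutral control wells and 100% = L-leucinethiol positive control wells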
# RAD54 inh – blocks human RAD54 Holliday junction branch migration; FAM/BHQ fluorescence; AID 602329; inhibition, % at 10.4 µM; actives 0.14% (n = 360,000);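 active means mean normalized replicate activity at least 40 and at least half of replicates scoring 40 or more; inconclusive means only one of the two criteria met; inactive means mean below 40 and under half of replicates reaching 40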;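 further: 0% = median of neutral control wells and 100% = median of positive control wells; inhibitors cause a drop in the FAM fluorescence signal; in these data hits start at about 50%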
# CFTR F508del cor – CFTR F508del correction in bronchial cells; CFBE cells, YFP halide quenching; stimulated with forskolin plus potentiator P3; % fluorescence drop versus neutral controls; activity (quench increase), % at 7.58 µM; actives 0.36% (n = 350,000); AID 720511;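 active means mean added fluorescence quench of at least 8% versus neutral control, with both replicates also reaching 8%; inconclusive means only one of the mean or replicate conditions met; inactive means mean below 8% and not both replicates reaching 8%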;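 further: cells transiently co-express mutant CFTR-F508del with the halide-sensitive YFP; corrector assay measuring rescue of mutant channel to the surface after 24 h compound exposure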
# ARNT-TACC3 inh – disruptors of human ARNT/TACC3 interaction; AlphaScreen His-ARNT PAS-B/GST-TACC3 binding, luminescence; TACC3 fragment carries E629A point mutation; inhibition, % at 9.99 µM; actives 0.66% (n = 390,000);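 active means mean inhibition of replicates at least 50% and at least half of replicates each reaching 50%; inconclusive means half or more replicates reach 50% but mean below 50%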;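 further: 0% = complete ARNT plus TACC3 wells and 100% = ARNT alone without TACC3; many hits fall short of the cut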
# RAD52 inh – RAD52 (human) annealing inhibition. P43351. recombinant RAD52 DNA annealing, FRET fluorescence. inhibition, % at 18.7 µM. actives 0.46% (n = 360,000). AID 651710;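 active means every replicate showing at least 50% inhibition; inconclusive means mean inhibition at least 50% but not in every replicate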
# Target sequence (P43351 whole entry, looked up): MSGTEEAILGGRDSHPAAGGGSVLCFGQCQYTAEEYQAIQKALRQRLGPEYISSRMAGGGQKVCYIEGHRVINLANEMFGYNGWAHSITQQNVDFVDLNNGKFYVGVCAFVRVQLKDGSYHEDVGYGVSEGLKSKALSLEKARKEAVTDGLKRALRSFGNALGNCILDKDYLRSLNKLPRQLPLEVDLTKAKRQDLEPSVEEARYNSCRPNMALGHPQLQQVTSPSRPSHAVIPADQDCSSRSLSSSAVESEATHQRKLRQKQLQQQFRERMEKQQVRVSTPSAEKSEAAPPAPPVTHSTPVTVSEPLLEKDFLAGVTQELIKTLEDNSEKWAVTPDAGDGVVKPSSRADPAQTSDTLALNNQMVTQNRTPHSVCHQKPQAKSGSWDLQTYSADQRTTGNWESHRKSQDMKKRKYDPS
# Xi reactivation – X-chromosome reactivation activator. AID 743238. activation, % at 7.58 µM. actives 0.055% (n = 360,000). XiGFP mouse fibroblasts, % GFP-positive cells imaging, 3 d; cells co-treated with 5-aza-dC sensitizer; scaled so ellipticine positive control = 100%;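 active means mean normalized replicate activation at least 10% and every replicate at or above 10%; inconclusive means only one of the two criteria met; inactive means mean below 10% and not all replicates reach 10%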;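 further: 0% = median of on-plate neutral control wells and 100% = ellipticine 6 µM median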
#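 Material: XiGFP fibroblasts, SV40-immortalized; Buffer or medium: DMEM containing 5-aza-dC; Compound dosing: single point; Times: 3 days compound exposure.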
# The depositor's hits bear a star; ? = inconclusive; · = not tested or not shown; & = joins results of further samples. Compounds as they come (roughly 3.3% active in at least one column).
SMILES,esBAF inh,GSIS activator,ERAP1 HTS inh,RAD54 inh,CFTR F508del cor,ARNT-TACC3 inh,RAD52 inh,Xi reactivation
CS(=O)(=O)N(CC(=O)N1CCCC1)c1ccccc1Br,-11,-2,-2,-1,0.9,1,-10,0.0
Cc1nc2c3ccccc3nc(NNC(=O)CCC(=O)N3CCC(C)CC3)n2n1,0,12,0,-10,-2.2,10,-5,0.1
CN1CCN(C(=O)C[C@H]2CC[C@@H]3[C@H](COC[C@@H](O)CN3C(=O)Cc3ccccc3)O2)CC1,-3,-1,1,-3,-2.5,4,5,0.0
CNC(=O)C[C@H]1CC[C@@H]2[C@@H](COc3ccc(NC(=O)c4cc(C)on4)cc3C(=O)N2C)O1,-1,4,·,-9,1.8,0,·,0.2
C[C@@H]1CCCCO[C@H](CN(C)C(=O)CCCN(C)C)[C@H](C)CN([C@@H](C)CO)C(=O)c2cc(NC(=O)Nc3cccc4ccccc34)ccc2O1,-10,-6,0,10,1.1,-4,30,-0.4
CCCCOC(=O)CCCc1ccc([N+](=O)[O-])cc1[N+](=O)[O-],·,0,0,·,-0.4,10,4,0.0
CC(C)CN1CCNC(=O)C1CC(=O)NCCCN1CCCc2ccccc21 (stereo unspecified),7,4,3,-10,1.2,-1,-35,-0.1
CC1CCCCC1NC(=O)CSc1ccsc1[N+](=O)[O-] (stereo unspecified),·,13,1,·,·,·,-3,0.0
CN(C)C(=O)C[C@H]1C=C[C@H](NC(=O)NC2CCCCC2)[C@H](CO)O1,-2,22,-2,3,-0.6,-5,-4,0.0
CCC(=O)Nc1ccc2c(c1)C(=O)N(C)C[C@@H](OC)[C@H](C)CN(Cc1ccccn1)[C@H](C)CO2,-3,3,-2,6,0.2,-1,-8,0.0
COc1ccc2c(COC(=O)[C@H](C)NS(=O)(=O)c3ccccc3F)cc(=O)oc2c1,6,-16,-3,-6,-2.3,-8,-11,0.2
O=C(O)CSc1cnc2ccccc2n1,7,-1,-2,-11,·,-6,-2,·
COc1ccc(S(=O)(=O)Oc2cc(C(=S)N3CCOCC3)ccc2OC)cc1,-4,-5,0,5,1.9,·,4,-0.1
CC1CN(c2cc3nccnc3cc2F)CC(C)O1 (stereo unspecified),-6,12,0,-10,0.7,-19,-15,·
CC=Cc1ccc2n(c1=O)C[C@@H]1[C@@H](CO)[C@H](C(=O)N(C)C)[C@H]2N1CC1CCCC1 (mixture of isomers),·,0,-2,·,-2.7,·,-6,-0.1
S=C(NCCc1ccccc1)N1CCn2cccc2C1c1cccnc1 (stereo unspecified),·,-10,-1,·,-1.6,-6,-74,-0.1
Cc1ccc(S(=O)(=O)Nc2ccc3c(c2)C(=O)N([C@@H](C)CO)C[C@@H](C)[C@@H](CN(C)S(C)(=O)=O)OCCCC[C@@H](C)O3)cc1,1,-10,1,-3,2.4,-2,9,0.1
COC(=O)c1cn(-c2nc(C)c3c(n2)CCC3)nn1,14,11,-2,1,2.5,-5,-14,0.0
COc1cc(C2=NOC(C(=O)Nc3ccc4c(c3)OCO4)C2)cc(OC)c1OC (stereo unspecified),20,·,-1,-13,-1.0,-13,11,0.0
O=C(C[C@H]1CC[C@@H]2[C@H](COC[C@H](O)CN2C(=O)Nc2ccc(Cl)c(Cl)c2)O1)NCc1ccc(F)cc1,-9,-19,1,6,0.9,2,23,0.3
CCc1ccc(CNCCNC(=O)c2ccco2)cc1,36,2,7,7,3.4,6,-4,-0.7
O=C(NC(=S)Nc1ccccn1)c1cccc([N+](=O)[O-])c1,·,·,·,-5,0.9,17,-24,0.0
Cc1cc2c(cc1S(=O)(=O)NCCc1ccc(Cl)cc1)OCC(=O)N2,-1,-5,1,-1,0.5,-2,-10,0.1
CN(C)CCCNC(=O)[C@@H]1[C@@H](CO)[C@@H]2Cn3c(ccc(C4=CCCC4)c3=O)[C@@H]2N1CCC(F)(F)F,-1,-4,-2,-16,·,1,-6,0.1
Cc1ccc(-c2cn(-c3ccccc3F)c(=S)[nH]2)cc1,47*,8,2,6,-0.1,10,-11,0.0
O=C(Nc1ccc(Cl)c(Cl)c1)Nc1ccccn1,67*,17,-1,2,1.3,3,-11,0.2
CS(=O)(=O)N(Cc1cccc(CN(C(C(=O)O)c2ccccc2)S(C)(=O)=O)c1)C(C(=O)O)c1ccccc1 (stereo unspecified),-5,22,2,-2,-2.9,-8,-15,0.1
O=C1CCCC(O)=C1N=Nc1cccc(S(=O)(=O)N2CCOCC2)c1,5,6,·,·,-2.2,19,2,0.6
CCCCCn1c(=O)[nH]c2cc(C(=O)NCCCN3CCCCC3)ccc2c1=O,-8,2,·,10,·,3,·,·
Cc1ccccc1N1CCN(c2ccccc2NC(=O)/C=C\C(=O)O)CC1,-8,12,3,16,-0.7,-3,-3,0.0

# Three records drawn at random from the list so far:
SMILES,esBAF inh,GSIS activator,ERAP1 HTS inh,RAD54 inh,CFTR F508del cor,ARNT-TACC3 inh,RAD52 inh,Xi reactivation
CCCCCn1c(=O)[nH]c2cc(C(=O)NCCCN3CCCCC3)ccc2c1=O,-8,2,·,10,·,3,·,·
O=C(NC(=S)Nc1ccccn1)c1cccc([N+](=O)[O-])c1,·,·,·,-5,0.9,17,-24,0.0
CN(C)CCCNC(=O)[C@@H]1[C@@H](CO)[C@@H]2Cn3c(ccc(C4=CCCC4)c3=O)[C@@H]2N1CCC(F)(F)F,-1,-4,-2,-16,·,1,-6,0.1

# Remaining list, next part.
SMILES,esBAF inh,GSIS activator,ERAP1 HTS inh,RAD54 inh,CFTR F508del cor,ARNT-TACC3 inh,RAD52 inh,Xi reactivation
O=C(NCc1ccccc1)[C@H]1CCCN1C(=O)[C@H]1CCCN1C(=O)c1ccc(Cl)cc1,·,-3,-1,·,1.4,·,-12,-0.2
COc1cccc(Nc2nnc(Cc3cccnc3)c3ccccc23)c1,8,32,-1,9,2.6,0,-17,0.2
CCCc1cn(CC[C@H]2CC[C@H](NC(=O)C3CCC3)[C@H](CO)O2)nn1,4,4,-3,-6,-0.2,-4,9,-0.2
COc1cccc(C#Cc2ccc3c(c2)O[C@@H](CN(C)C)[C@H](C)CN([C@H](C)CO)S3(=O)=O)c1,-5,2,2,-5,0.9,3,-35,-1.0
COc1ccc(CN2C[C@H](C)[C@@H](OC)CN(C)C(=O)c3cc(NC(C)=O)ccc3OC[C@@H]2C)cc1,-1,-17,1,2,-1.9,-4,-2,0.6
Cc1ccc(S(=O)(=O)NCC(=O)OCCOc2ccccc2F)cc1,-9,-19,1,-9,-0.4,-9,-7,0.0
CC1CCC2(CC1)NC(=O)N(CC(=O)NC(C)c1ccc(F)c(F)c1)C2=O (stereo unspecified),-3,4,2,-4,1.2,-9,-12,0.6
O=C(NCCCN1CCOCC1)c1cc2ccccc2o1,-6,7,·,0,·,7,·,·
COc1ccc(NC(=O)CSc2ccc3nnc(-c4ccccn4)n3n2)cc1OC,·,1,3,2,-1.1,32,-2,0.0
CC1(C)CC(=O)C2=C(C1)c1c(ccc3ccccc13)NC2c1ccc(OCC(=O)O)cc1 (stereo unspecified),1,1,-89,-8,0.0,0,-13,0.0
CN(CCc1ccccc1)C(=O)c1ccc(NC(=O)Cc2ccc(NC(=O)C3CCN(S(=O)(=O)c4cccc([N+](=O)[O-])c4)CC3)cc2)cc1,4,3,·,-2,-1.0,2,-32,-0.1
CCN(CC(=O)Nc1ccc(NC(C)=O)cc1)C(=O)c1cc(C)on1,-1,7,3,·,-0.4,1,11,0.4
O=C(c1ccc(F)cc1)N1CC(=O)N2[C@H](C1)[C@@H](c1ccc(-c3ccccc3)cc1)[C@@H]2CO,·,-4,1,·,2.0,·,-3,0.1
CC(/C=C1\SC(=S)N(C(C(=O)O)C(C)C)C1=O)=C\c1ccccc1 (stereo unspecified),·,-9,4,·,0.1,-10,-36,0.1
O=C(O)/C(=C\c1cccc([N+](=O)[O-])c1)c1ccc(S(=O)(=O)N2CCCCC2)s1,·,15,·,·,-0.5,-3,-2,-0.2
CN(C)S(=O)(=O)c1ccc(N2CCCC2)c(C(=O)N2CCN(S(=O)(=O)c3ccc(F)c(F)c3)CC2)c1,-2,-23,1,12,-2.1,9,-4,0.6
CCOCCCNC(=S)Nc1cc(OCC)c(NC(=O)c2ccco2)cc1OCC,-9,·,4,1,-0.8,-6,0,0.0
CC(=O)c1ccc(NS(=O)(=O)c2ccc3c(c2)CCC(=O)N3)cc1,1,24,0,9,0.1,-19,1,0.0
COc1ccc(NS(=O)(=O)c2ccc(NC(C)=O)cc2)nn1,-4,7,-3,1,-2.4,·,-8,?
CCOc1cccc2c1OC1(C)CC2NC(=O)N1c1cccc(C(=O)N2CCN(c3ccccn3)CC2)c1 (stereo unspecified),-1,-2,-6,7,2.0,4,2,0.0
CN1C(=O)c2cc(NC(=O)c3cccc(F)c3)ccc2OC[C@@H]2O[C@H](CC(=O)NCC3CCCCC3)CC[C@H]21,-6&-5,-26&-17,2&-3,2&0,-5.7,3&-3,7&20,0.0&0.1
COc1ccc(NC(=O)N[C@@H]2C=C[C@H](CC(=O)NCc3ccccn3)O[C@@H]2CO)cc1,-6,-8,-3,4,-0.4,-7,-17,-0.4
O=C(O)COc1ccc(/C=N/Nc2nc(Nc3ccccc3)nc(N3CCCCC3)n2)cc1,·,-20,-2,8,·,1,-9,0.1
COC(=O)C1=C(C)N(C)C(=NCc2ccc3c(c2)OCO3)NC1c1ccc(F)cc1 (stereo unspecified),·,-30,-2,·,-2.6,·,-9,-0.1
O=S(=O)(c1ccc(SCc2ccc(Br)cc2)nc1)N1CCOCC1,-1,-26,4,-4,-2.0,-3,0,0.0
CCc1nn(CC(=O)NCCC2=CCCCC2)c(=O)c2cc3cc(F)ccc3n12,-4,-8,-5,2,-1.1,-2,3,0.4
Cc1ccc(NC(=S)/N=C(\N)Nc2nc(C)c3cc(C)c(C)cc3n2)cc1C,-23,-4,-4,4,1.5,-8,-15,0.0
COc1ccc(CNC(=O)CSc2nnc3c(n2)[nH]c2ccc(OC)cc23)cc1,-5,8,0,·,0.6,-5,-2,0.3
CCCn1cnc2cc(NCc3ccc(Br)cc3)ccc21,52*,-18,5,6,·,12,-6,0.5
COc1ccc(NC(=O)N(C)C[C@@H]2OCc3cnnn3CCCC(=O)N([C@H](C)CO)C[C@H]2C)c(OC)c1,-5,20&3,-3,-3,-0.6&-2.0,-3,-13&-16,0.0&0.1
C[C@@H]1CN([C@@H](C)CO)C(=O)Cc2cc(NS(C)(=O)=O)ccc2O[C@@H]1CN(C)C(=O)Nc1ccc(F)cc1,0,-6,0,-15,1.5,-4,-8,-0.6
CCOC(=O)C1(C)CCCN(C(=O)c2cccnc2)C1 (stereo unspecified),0,-24,1,10,0.6,·,-20,0.4
CCn1nc(C(=O)Nc2ccc3nc(C)sc3c2)c2ccccc2c1=O,-38,53*,·,-13,·,10,·,-0.1
COc1ccc(C2CC(=O)Oc3c(C(CCN4CCOCC4)c4cc(OC)c(OC)c(OC)c4)c(OC)cc(OC)c32)cc1 (stereo unspecified),8,-47,7,2,1.0,13,-31,0.0
CCCNC(=O)N1C[C@@H]2[C@H](c3ccccc31)[C@H](CO)N2C(=O)Nc1ccccc1F,2,-8,1,4,-4.0,-2,-5,-0.1
O=C(NC1CCCCCCC1)c1cccc(S(=O)(=O)N2CCOCC2)c1,16,6,2,-9,-2.4,·,-4,0.0
O=C(O)c1cccnc1NC1CCCC1,-3,5,5,5,-1.2,-16,-11,·
CCC(=O)N1C[C@H](O)COC[C@H]2O[C@H](CC(=O)NC)CC[C@@H]21,-1,-3,-2,7,-0.6,-6,-16,0.2
